CRFBP-R2 agonist = agonists of CRF-BP/CRF-R2 complex, primary screen, cell-based, HEK293, calcium dye fluorescence, uHTS | CRF-binding protein / CRF receptor 2 complex (human) | 350,000 tested, 0.46% active | calcium dye fluorescence (FLIPR); percent of saturating CRF peptide response | AID 588473, 2011 | activation, % at 13.2 µM;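 active means activation of at least 50%, plus an integration ratio under a set limit after plate pattern correction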;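 further: plate controls were neutral control wells without compound for no effect and CRF at EC100 for full effect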
CHRM5 antagonist = human M5 muscarinic receptor antagonists, primary screen, CHO cells, Fluo-8 calcium fluorescence; Muscarinic acetylcholine receptor M5 (Homo sapiens), P08912; CHO-hM5 cells, ACh EC80; inhibition, % at 3 µM; 360,000 tested, 0.59% active; AID 624040, 2012;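 active means inhibition above a per-plate cutoff, the mean of that plate's test compounds plus 3 SD, cut at about 27% in these data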;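 further: 0% = acetylcholine EC80 with DMSO and 100% = DMSO without agonist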
M4 ag = human M4 muscarinic receptor agonists, primary screen, CHO-K1 cells, Fluo-8 calcium fluorescence | activation, % at 3 µM | CHO-K1 hM4/Gqi5; vehicle 0%, full acetylcholine response 100% | 360,000 tested, 0.14% active | Muscarinic acetylcholine receptor M4 (Homo sapiens), P08173;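 active means activation above the run mean over all test wells plus 3 SD, cut at about 32% in these data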;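 further: peak over basal fluorescence ratio per well then scaled between controls; 0% = DMSO wells and 100% = acetylcholine at EC100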
Target sequence (P08173 whole entry, looked up): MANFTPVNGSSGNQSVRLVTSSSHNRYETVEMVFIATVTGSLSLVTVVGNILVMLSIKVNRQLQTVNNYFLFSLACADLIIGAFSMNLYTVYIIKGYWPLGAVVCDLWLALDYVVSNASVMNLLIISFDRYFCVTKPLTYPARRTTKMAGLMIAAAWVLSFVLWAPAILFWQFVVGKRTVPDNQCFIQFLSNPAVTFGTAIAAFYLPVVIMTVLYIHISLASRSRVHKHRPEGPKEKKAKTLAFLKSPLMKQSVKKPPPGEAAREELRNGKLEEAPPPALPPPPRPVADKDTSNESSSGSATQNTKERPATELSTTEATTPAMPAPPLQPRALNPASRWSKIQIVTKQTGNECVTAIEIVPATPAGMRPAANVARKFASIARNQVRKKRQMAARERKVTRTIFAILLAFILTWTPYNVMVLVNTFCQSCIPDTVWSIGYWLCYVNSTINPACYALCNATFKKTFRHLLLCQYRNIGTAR
M1 PAM = human M1 muscarinic receptor positive allosteric modulators, primary screen, CHO-K1 cells, Fluo-8 calcium fluorescence, 1536-well | CHO-K1 hM1, ACh EC20; 0% = ACh EC20, 100% = maximal ACh | activation, % at 3 µM | Muscarinic acetylcholine receptor M1 (Homo sapiens), P11229 | 360,000 tested, 0.088% active; in the data active means activation above about 19%, passing the limit was not always enough
Target sequence (P11229 whole entry, looked up): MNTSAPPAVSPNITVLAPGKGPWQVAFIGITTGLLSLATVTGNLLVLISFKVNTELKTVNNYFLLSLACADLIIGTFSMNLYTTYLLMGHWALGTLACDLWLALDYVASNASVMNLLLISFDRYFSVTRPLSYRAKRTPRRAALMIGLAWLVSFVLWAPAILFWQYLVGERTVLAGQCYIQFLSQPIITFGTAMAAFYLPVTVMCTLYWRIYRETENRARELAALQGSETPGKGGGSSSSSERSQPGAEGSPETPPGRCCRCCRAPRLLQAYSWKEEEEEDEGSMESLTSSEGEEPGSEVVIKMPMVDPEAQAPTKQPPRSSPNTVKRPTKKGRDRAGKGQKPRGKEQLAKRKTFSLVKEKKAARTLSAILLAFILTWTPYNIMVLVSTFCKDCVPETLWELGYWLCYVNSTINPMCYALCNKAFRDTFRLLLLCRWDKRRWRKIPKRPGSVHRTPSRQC
CHRM5 PAM = human M5 muscarinic receptor positive allosteric modulators, primary screen, CHO-K1 cells, Fluo-8 calcium fluorescence | Muscarinic acetylcholine receptor M5 (Homo sapiens), P08912 | CHO-K1 hM5, ACh EC20 PAM; 0% = ACh EC20, 100% = ACh EC100 | activation, % at 3 µM | 360,000 tested, 0.3% active | AID 624038, 2012;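 active means activation above the run cutoff, the mean activation of all test compounds plus 3 SD, cut at about 18% in these data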
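Assay system: CHO-K1 hM5 cells / Incubation: Fluo-8 loading 80 min at 37 °C plus 30 min room temperature / Technique: Fluo-8 calcium dye fluorescence, kinetic read / Repeats: single replicate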
CRFBP-R2 block = antagonists of CRF-BP/CRF-R2 complex, primary screen, cell-based, HEK293, calcium dye fluorescence, uHTS; AID 588475, 2011; inhibition, % at 11.8 µM; 350,000 tested, 0.59% active; CRF-induced calcium fluorescence;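 active means inhibition of the ligand-induced calcium signal above about 50% at the single tested concentration, limit read from the data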
CHRM4 PAM = human M4 muscarinic receptor positive allosteric modulators, primary screen, CHO-K1 cells, Fluo-8 calcium fluorescence; CHO-K1 hM4/Gqi5, ACh EC20; 0% = ACh EC20, 100% = maximal ACh; activation, % at 3 µM; 360,000 tested, 0.4% active;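 active means activation above its plate's cutoff, the mean activation of sample wells plus 3 SD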; further: some results filed as inactive read as strong as hits
M5 ag = human M5 muscarinic receptor agonists, primary screen, CHO-K1 cells, Fluo-8 calcium fluorescence | CHO-K1 hM5 cells; 0% DMSO wells, 100% maximal acetylcholine response | activation, % at 3 µM | 360,000 tested, 0.19% active | AID 624037, 2012;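 active means activation above the run's mean over test compounds plus 3 SD, cut at about 23% in these data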;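 further: signal is peak over basal fluorescence ratio across the kinetic read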
CHRM4 antagonist = human M4 muscarinic receptor antagonists, primary screen, CHO cells, Fluo-8 calcium fluorescence; inhibition, % at 3 µM; Muscarinic acetylcholine receptor M4 (Homo sapiens), P08173; 360,000 tested, 0.73% active; AID 624125, 2012; CHO-hM4 cells, ACh EC80;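 active means inhibition above its plate's cutoff, the mean inhibition of sample wells plus 3 SD, cut at about 27% in these data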;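 further: 0% = acetylcholine EC80 with DMSO and 100% = DMSO without agonist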
* = called active by the depositor; / = no result given.

CRFBP-R2 agonist	CHRM5 antagonist	M4 ag	M1 PAM	CHRM5 PAM	CRFBP-R2 block	CHRM4 PAM	M5 ag	CHRM4 antagonist	SMILES
-0.2	6	5	3	-6	-8	-2	-1	-7	CNC(=S)N(CCc1c(C)[nH]c2ccccc12)Cc1ccco1
-0.9	1	3	14	-1	6	0	0	-1	N#Cc1cc2ccccc2n2nnnc12
2.2	2	-1	-5	-5	-32	-1	3	1	CC(C)c1ccc2oc(-c3cc(N)ccc3O)nc2c1
-2.9	12	1	8	-5	3	-6	-2	0	COc1ccccc1Nc1nc(N)nc(CSC(=S)N2CCOCC2)n1
0.7	-4	4	-1	-5	-7	0	4	7	CC(=O)c1c(C)[nH]c(C(=O)COc2ccc(C#N)cc2)c1C
-1.6	-6	2	-10	5	-14	-5	-3	7	c1ccc(C2[C@H]3CN(CC4CCCCC4)[C@H](c4ccccc4)C34CC2(c2ccccc2)C4)cc1 (some centres not stated)
-0.5	16	7	1	-10	13	-1	-2	-6	Cc1ccc(S(=O)(=O)N2CCC(C(=O)OCC(=O)NC(C)c3ccc(F)cc3)CC2)cc1C (configuration not stated)
-1.6	2	5	-2	-6	3	-3	-8	0	COc1cc(C(C)=O)ccc1OCC(O)CN1CCN(c2ccc(C)cc2C)CC1 (configuration not stated)
-1.6	6	0	2	0	4	-4	-6	12	COc1ccc(C(CNC(=O)c2ccc3c(c2)OCCO3)N(C)C)cc1 (configuration not stated)
-0.7	17	1	-2	-3	-17	1	-1	8	COC(=O)c1ccc(COc2ccc3c(C)c(C)c(=O)oc3c2)o1
0.4	0	5	6	1	5	4	-2	8	NC(=O)C1CCN(c2nc(-c3cccs3)cs2)CC1
-2.7	2	1	-3	-4	23	-9	-6	5	C=CCn1c(=O)c2ccccc2n2c(SCc3nnc(-c4ccccc4Br)o3)nnc12
2.0	8	1	-13	-10	9	-13	-1	15	Cc1cc(C(C)(C)C)cc(C)c1CC1=NCCN1
0.3	-9	1	3	4	-2	3	-3	-15	CCN1CCN(C(=O)C2CCC(CNS(=O)(=O)c3ccc(NC(C)=O)cc3)CC2)CC1 (configuration not stated)
-1.4	-1	1	3	-3	13	2	0	-1	CC#CC#Cc1cccc(=O)o1
0.7	19	2	15	-1	2	-3	-1	-6	O=C(Nc1ccc(C(=O)N2CCOCC2)cc1)c1cccc(Br)c1
-0.8	5	3	1	8	-10	6	-2	5	O=C1CCC[C@@H]2C[C@@]3(C[C@@H]4CCN1[C@H]24)Nc1cc(Cl)ccc1NC3=NC1CCCCC1
2.1	-10	1	10	10	-1	11	-3	-5	Cc1ccc(S(=O)(=O)NCCC(=O)NCCc2ccc(S(N)(=O)=O)cc2)cc1C
-1.1	4	1	6	0	-5	-7	-1	8	Cc1cccc(NC(=O)CCNC(=O)c2ccccc2Cl)n1
0.5	-3	8	-4	-1	4	0	6	-2	COc1ccc(CCNc2ncnc3c2c(C)c(C)n3CCO)cc1OC
-2.2	23	2	7	-10	-36	-15	-4	-9	CCSc1nnc(NC(=O)CCC2CCCCC2)s1
/	-13	2	/	0	/	5	4	-10	COC(=O)c1ccc(N2C(c3cc(OC)cc(OC)c3)=Cc3ccc(-c4ccc(C(N)=O)cc4)cc3C2CC(=O)C2CC2)cc1 (configuration not stated)
-2.4	3	0	8	-9	1	0	-4	8	CCc1ccc(C(=O)COC(=O)CNC(=O)c2ccco2)cc1
-2.6	2	0	11	5	8	-2	4	6	CS(=O)(=O)c1ccc(Cl)c(NC(=O)COC(=O)CNC(=O)c2cccs2)c1
-0.9	14	18	16	-2	-18	-6	1	11	CCN(CCNCC(O)COc1ccccc1C(C)C)c1cccc(C)c1 (configuration not stated)
1.2	4	2	-4	-7	12	-9	-4	-6	COc1cccc(OC)c1C(=O)OCC(=O)Nc1ccc(OC(F)(F)F)cc1
-1.4	-5	2	8	0	6	25	-2	-9	CC(OC(=O)Cn1c(C(F)(F)F)nc2ccccc21)C(=O)N1CCCc2ccccc21 (configuration not stated)
-0.8	13	26	-3	-12	1	-10	9	6	CCc1ccc(NC(=O)NCCN2CCN(c3ccc(OC)cc3)CC2)cc1
-0.1	12	2	1	-2	-4	1	-2	6	Cc1ccc(C(=O)NN=CC(=O)c2ccccc2)c(C)c1
0.8	-2	2	-2	-2	8	13	0	-13	COc1cc(C)c(CNC2CCCCC2)cc1C
-0.3	11	0	-4	-4	14	-9	-3	2	Cc1ccc(N2C(=O)c3ccccc3C2=O)nc1
2.3	0	-1	-4	0	-10	2	-5	9	Cc1nn(-c2ccccc2Cl)c(Cl)c1/C=N/Nc1cccc(C(=O)O)c1
-1.3	13	1	6	-3	-11	2	-2	1	Cc1cc(C(=O)NCC(c2cccs2)N2CCOCC2)ccc1[N+](=O)[O-] (configuration not stated)
-0.3	2	1	-4	1	-25	7	-6	-1	COC(=O)c1ccc(C(=O)OC)c(NC(=O)CN2CCN(c3ccc(OC)cc3)CC2)c1
2.9	-10	2	-1	9	8	7	-2	2	Cc1cccc(NC(=S)NC23CN4CN(CN(C4)C2)C3)c1
1.1	3	4	8	0	10	0	2	-1	CSc1ccc(CNC(=O)C2CCC(=O)N(CC3CCCCC3)C2)cc1 (configuration not stated)
-0.3	7	1	3	10	-3	-1	1	-1	Cc1ccc(S(=O)(=O)n2[nH]c(=O)cc2N)cc1
0.4	-11	3	-1	-3	0	0	-1	-19	COc1ccccc1N1CCN(C(=O)[C@@H]2CCCN2C2=NS(=O)(=O)c3ccccc32)CC1
-2.1	-16	2	-1	3	4	7	2	1	CCc1ccc(CNn2cnnc2SCC(=O)NC(C)(C)C)cc1
-0.6	-6	12	0	-14	9	-4	7	-7	O=C(O)CCCNC(=O)c1ccc(NC(=O)Cc2ccc(Cl)cc2)cc1

Brought forward from above: 2 compounds, followed by the next part.
CRFBP-R2 agonist	CHRM5 antagonist	M4 ag	M1 PAM	CHRM5 PAM	CRFBP-R2 block	CHRM4 PAM	M5 ag	CHRM4 antagonist	SMILES
-2.1	-16	2	-1	3	4	7	2	1	CCc1ccc(CNn2cnnc2SCC(=O)NC(C)(C)C)cc1
-0.6	-6	12	0	-14	9	-4	7	-7	O=C(O)CCCNC(=O)c1ccc(NC(=O)Cc2ccc(Cl)cc2)cc1
1.2	2	2	0	12	-14	2	-1	10	Clc1nc(-c2cccnc2)nc2scc(-c3ccccc3)c12
/	-15	1	2	3	/	9	0	-13	COc1ccc(CN(C)C(=O)[C@H]2O[C@@H](n3ccc(=O)[nH]c3=O)[C@H](O)[C@@H]2O)cc1OC
7.8	11	12	-6	5	2	-7	5	8	COc1ccc2nc3n(c(=O)c2c1)-c1cc2ccccc2cc1C(=O)NC3Cc1ccc(O)cc1 (configuration not stated)
-1.6	6	3	2	-6	11	2	1	5	COc1cc(CC(=O)OCC(=O)c2ccc3c(c2)OCCO3)cc(OC)c1OC
-4.7	0	3	0	5	-18	-7	0	2	Clc1cc(Cl)cc(CN2CCSCC2)c1
-0.3	0	2	5	11	15	-3	0	4	Cc1ccc(OCCCCCN2CCOCC2)cc1
3.0	3	2	8	1	-6	4	-1	-9	COc1ccc(-c2cc3nc(-c4ccccc4)cc(N4CCN(C(=O)c5ccccc5)CC4)n3n2)cc1
-4.2	0	-1	6	3	1	-1	-5	-9	O=C(O)CC/C(=N/NC(=O)CNC(=O)Cc1ccc(Cl)cc1)c1ccccc1
0.0	-14	1	3	0	1	1	-2	-6	COCCn1c(SCC(=O)Nc2cccc(C)c2)nnc1C(C)C
/	-1	1	7	-2	/	6	-1	-13	CCCCNC(=O)C1(C)CCN1C(=O)c1ccc(C)c(F)c1 (configuration not stated)
-0.7	10	0	-2	-2	-7	1	0	8	C#CCNC(=O)/C=C/c1ccc(C)cc1
-0.7	5	6	-7	-4	2	0	4	3	O=C(NC1CC1)c1ccc(CSCc2ccc(Cl)cc2)o1
-0.7	-1	1	2	-3	0	0	1	-6	C[C@@H]1CN([C@H](C)CO)C(=O)CCCn2cc(nn2)CO[C@H]1CN(C)C(=O)Nc1cccc(F)c1
-3.1	2	0	4	3	2	-8	-4	0	Cc1ccc(OCCC(=O)OC(C)C(=O)Nc2c(C)n(C)n(-c3ccccc3)c2=O)cc1 (configuration not stated)
-0.3	-8	12	0	5	-7	1	-4	-12	CC(=O)c1cccc(NC(=O)c2ccc3c(c2)CCCC3)c1
-1.0	-2	1	10	-4	11	5	1	-6	CCn1c2ccccc2c2nnc(SCC(=O)Nc3cc(C)on3)nc21
-1.4	-10	1	-12	2	-6	-3	0	9	COc1cc2c(cc1OC)C1(CCCC1)CNC2c1cccc([N+](=O)[O-])c1 (configuration not stated)

Arranged by value in CRFBP-R2 block (low to high): some entries from above
Molecule | CRFBP-R2 agonist | CHRM5 antagonist | M4 ag | M1 PAM | CHRM5 PAM | CRFBP-R2 block | CHRM4 PAM | M5 ag | CHRM4 antagonist
COc1cc2c(cc1OC)C1(CCCC1)CNC2c1cccc([N+](=O)[O-])c1 (configuration not stated) | -1.4 | -10 | 1 | -12 | 2 | -6 | -3 | 0 | 9
COCCn1c(SCC(=O)Nc2cccc(C)c2)nnc1C(C)C | 0.0 | -14 | 1 | 3 | 0 | 1 | 1 | -2 | -6
Cc1ccc(OCCC(=O)OC(C)C(=O)Nc2c(C)n(C)n(-c3ccccc3)c2=O)cc1 (configuration not stated) | -3.1 | 2 | 0 | 4 | 3 | 2 | -8 | -4 | 0

Three entries from above, arranged by formula weight, highest first:
CRFBP-R2 agonist	CHRM5 antagonist	M4 ag	M1 PAM	CHRM5 PAM	CRFBP-R2 block	CHRM4 PAM	M5 ag	CHRM4 antagonist	SMILES
3.0	3	2	8	1	-6	4	-1	-9	COc1ccc(-c2cc3nc(-c4ccccc4)cc(N4CCN(C(=O)c5ccccc5)CC4)n3n2)cc1
-4.2	0	-1	6	3	1	-1	-5	-9	O=C(O)CC/C(=N/NC(=O)CNC(=O)Cc1ccc(Cl)cc1)c1ccccc1
1.2	2	2	0	12	-14	2	-1	10	Clc1nc(-c2cccnc2)nc2scc(-c3ccccc3)c12

Single records (already shown). Values in the order: CRFBP-R2 agonist	CHRM5 antagonist	M4 ag	M1 PAM	CHRM5 PAM	CRFBP-R2 block	CHRM4 PAM	M5 ag	CHRM4 antagonist
`O=C(O)CC/C(=N/NC(=O)CNC(=O)Cc1ccc(Cl)cc1)c1ccccc1` reads -4.2	0	-1	6	3	1	-1	-5	-9
`O=C(NC1CC1)c1ccc(CSCc2ccc(Cl)cc2)o1` reads -0.7	5	6	-7	-4	2	0	4	3

Assay outcomes from PubChem.
